A340 absorber: compound absorbs light at 340 nm | compound absorbance at 340 nm, fold over control | fold change at 10 µM | 65,000 tested, under 10 active;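 active = at 10 µM dose, initial 340 nm absorbance at least 2 fold that of control wells; inactive = change under 2 fold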;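 note: initial absorbance extrapolated from kinetic A340 decline of NADH oxidation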
S1P3 ag: activates the human S1P3 receptor; activation, % at 4.5 µM; S1P3 NFAT-BLA reporter cells, agonism, FRET ratio; relative to 1 µM S1P, basal subtracted; 60,000 tested, 0.1% active; Q99500;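 active = activation above the screen-wide mean plus 3 SD, cut at about 4.5% in these data, passing the limit was not always enough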; note: some compounds called inactive have numbers as strong as hits
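Assay system: CHO cells stably expressing human S1P3, Gα16 and NFAT-β-lactamase reporter. Timing: overnight plating, 4 h compound 37 °C, 2 h substrate RT. Signal: β-lactamase FRET emission ratio 460/535 nm. Measure: percent activation versus median 1 µM S1P response, basal-subtracted, per plate. Repeats: primary screen single test, confirmation screen in triplicate.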
Autofluor 339: intrinsic fluorescence of library compounds, ex339/em460 – biochemical, MLSMR library, data from DPM-DC assay, artefact control, profiling panel; AID 709; 65,000 tested, 5.5% active; fluorescence fold increase at 10 µM; compound autofluorescence, ex339/em460 nm, NADH buffer; stronger effect = higher value; 1 = no-compound wells, NADH background;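 active = at 10 µM, mean starting fluorescence two-fold or more over control wells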;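 note: signal is the first read of a kinetic run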
S1P1 ag-PAM: activates or potentiates agonism at human S1P1 receptor. activation, % at 9.5 µM. S1P1 CRE-bla cells, forskolin, beta-lactamase FRET, potentiator mode; S1P1 agonist co-added at EC20, 2 nM; 100% = saturating reference agonist, 0% = basal. 56,000 tested, 0.57% active;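 active = activation above a cutoff set at the mean activation of all tested compounds plus 3 SD, cut at about 54% in these data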;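 note: forskolin at 4 µM as EC80 and the EC20 agonist is SEW2871; 100% = SEW2871 at its EC100 plus forskolin at EC80; some compounds past the cut are filed as inactive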
HTR1E agonist: agonists of human 5-HT1E serotonin receptor | CHO 5-HT1E Ga15 NFAT-bla reporter, FRET; 0% DMSO wells, 100% control agonist wells | activation, % at 6 µM | 65,000 tested, 0.69% active;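 active = activation above a set limit, the screen-wide mean activation plus 3 SD, cut at about 8.5% in these data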;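 note: 100% = positive control agonist at 1 µM giving full maximal response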
Target sequence (P28566 whole entry, looked up): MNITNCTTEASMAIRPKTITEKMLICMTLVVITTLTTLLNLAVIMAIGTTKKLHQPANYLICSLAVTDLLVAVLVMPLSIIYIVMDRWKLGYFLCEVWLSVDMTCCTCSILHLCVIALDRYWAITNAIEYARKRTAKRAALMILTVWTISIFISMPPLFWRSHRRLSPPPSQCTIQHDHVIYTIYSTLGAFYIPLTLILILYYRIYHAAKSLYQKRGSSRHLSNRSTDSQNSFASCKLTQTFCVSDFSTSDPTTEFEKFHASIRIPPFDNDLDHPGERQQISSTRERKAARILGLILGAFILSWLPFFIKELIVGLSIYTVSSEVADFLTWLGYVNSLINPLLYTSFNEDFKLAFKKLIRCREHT
5-HT1A blocker: antagonists of human 5-HT1a serotonin receptor; P08908; CHO 5-HT1a Ga15 NFAT-bla reporter, antagonist mode; inhibition, % at 10 µM; 62,000 tested, 0.68% active; AID 612;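 active = inhibition above the mean of all tested compounds plus 3 SD, cut at about 43% in these data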;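 note: receptor stimulated by 5-CT agonist at 100 nM near EC80; beta-lactamase reporter measured by ratiometric fluorescence of a cleavable substrate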
Target sequence (P08908 whole entry, looked up): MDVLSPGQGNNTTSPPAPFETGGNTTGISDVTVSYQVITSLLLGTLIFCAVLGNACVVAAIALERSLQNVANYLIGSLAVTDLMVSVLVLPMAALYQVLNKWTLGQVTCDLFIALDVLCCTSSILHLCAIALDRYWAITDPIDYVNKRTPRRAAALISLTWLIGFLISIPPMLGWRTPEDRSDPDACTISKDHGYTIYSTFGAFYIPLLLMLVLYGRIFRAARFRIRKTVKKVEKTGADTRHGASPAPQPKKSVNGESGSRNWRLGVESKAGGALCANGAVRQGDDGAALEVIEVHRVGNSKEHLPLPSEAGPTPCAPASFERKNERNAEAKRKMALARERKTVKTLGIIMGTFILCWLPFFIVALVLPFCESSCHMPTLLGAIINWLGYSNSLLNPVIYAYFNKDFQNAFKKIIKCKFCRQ
HER2 expr 66K: inhibitors of human Her2 kinase expression; P04626; SKBR-3 HER2 protein level, AlphaScreen, 18-24 h; stronger effect = lower value; HER2 level % of control, % at 10 µM; 65,000 tested, 0.69% active; AID 645;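 active = HER2 level under 5% of the carrier-only control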;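 note: 100% = DMSO carrier and 0% = 500 nM PU-H71 HSP90 inhibitor; lower value means stronger loss of Her2 protein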
MMP-13 inhibitor: MMP13 (human) collagenase inhibition; 65,000 tested, 0.07% active; inhibition, % at 4 µM; MMP-13 fTHP FRET cleavage, Mca fluorescence;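 active = inhibition above the mean of compound-free control plate wells plus 3 SD, cut at about 14% in these data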;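 note: 0% = DMSO wells and 100% = wells with reference MMP-13 inhibitor after basal subtraction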
HTR1E antagonist: 5-HT1E (human) receptor antagonism | P28566 | CHO 5-HT1E Ga15 NFAT-bla reporter, FRET, antagonist | 65,000 tested, 0.99% active | inhibition, % at 6 µM;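 active = inhibition above a set limit, the mean inhibition across every tested compound plus 3 SD, cut at about 29% in these data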;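 note: signal is the 460 over 535 nm emission ratio of beta-lactamase substrate; 0% = agonist plus DMSO wells and 100% = wells without agonist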
Numbers without * were called inactive; i = inactive; x = no result given; [ ] = dose if it differs, or a comment. The order is random, and some 8.5% of all compounds hit somewhere here.

nr | MMP-13 inhibitor | S1P1 ag-PAM | HTR1E antagonist | A340 absorber | Autofluor 339 | 5-HT1A blocker | HTR1E agonist | HER2 expr 66K | S1P3 ag | canonical_smiles
1 | -3 | x | 4 | 1.1 | 1.1 | 2 | -0.2 | 113 | x | O=C(OCCN1CCCCC1)c1cc2ccccc2o1
2 | 4 | -26 | 6 | 1 | 1.1 | -4 | 0.3 | 113 | -1.1 | COc1ccccc1C(=O)Nc1cccc(NC(C)=O)c1
3 | 5 | x | -7 | 1 | 1.1 | -2 | 0.6 | 82 | x | O=C(COc1cccc(OC(F)F)c1)Nc1ccc(SC(F)F)cc1
4 | -13 | -10 | -11 | 1.3 | 1 | 5 | 1.6 | 86 | -0.9 | C(=C\c1ccco1)/C=N/n1cnnc1
5 | 0 | 1 | 4 | 1 | 1.1 | 14 | 0.5 | 77 | 0.1 | Nc1nnc(SCC(=O)c2ccccc2)s1
6 | 2 | 8 | 5 | 1 | 0.88 | 6 | -0.3 | 110 | -0.7 | CCCOC(=O)c1ccc2c(c1)C(=O)N(c1ccccc1)C2=O
7 | 1 | 35 | 8 | 1 | 1.1 | -12 | 1.1 | 59 | -0.7 | CCc1c(C)nc(SCC(=O)c2ccc(C)c(C)c2)[nH]c1=O
8 | 0 | -18 | 1 | 0.98 | 1 | 4 | 0.1 | 88 | 0.3 | CC(C(=O)Nc1ccc(N2CCOCC2)cc1)N1C(=O)c2ccccc2C1=O (configuration not stated)
9 | 2 | x | -5 | 1.1 | 1 | -8 | 0.2 | 94 | -0.2 | CC(=O)c1ccc(Cc2cnc(N)s2)cc1
10 | 3 | -11 | -12 | 1 | 1.1 | 2 | 0.4 | 120 | -1.7 | O=C(NCc1cccc(CNC(=O)c2ccco2)c1)c1ccco1
11 | -4 | 6 | 0 | 0.99 | 1.3 | -2 | -0.6 | 115 | -0.7 | O=C1CCCN1CCCNc1ccc(S(=O)(=O)N2CCCCC2)cn1
12 | 0 | -38 | 3 | 1.1 | 1.3 | -5 | 1.6 | 85 | 0.6 | CCOc1ccc(C2C3=C(CCCC3=O)Nc3nc(C(F)(F)F)nn32)cc1OC (configuration not stated)
13 | -3 | 51 | 5 | 1.1 | 1.3 | 18 | 0.1 | 87 | -2.0 | N#Cc1sc2nc(-c3ccccc3)cc(-c3ccco3)c2c1N
14 | -1 | -8 | 19 | 1 | 1 | -13 | 0.7 | 149 | 0.4 | COc1ccc(C2CC(C(F)(F)F)n3ncc(C(=O)NCc4cccnc4)c3N2)cc1OC (configuration not stated)
15 | -2 | -16 | -5 | 0.99 | 1.1 | 3 | -1.3 | 102 | 0.6 | O=C(O)CCCn1c(=O)[nH]c2ccccc2c1=O
16 | 4 | -2 | 8 | 1 | 1.1 | -5 | 0.8 | 41 | -0.9 | CCOC(=O)N1CCC(Nc2c(N3CCN(c4cc(Cl)ccc4C)CC3)c(=O)c2=O)CC1
17 | -2 | -5 | 2 | 1 | 1 | -20 | 0.3 | -39* | -0.1 | COc1ccccc1-n1c(SCC(=O)NC(C)(C)C)nc(O)cc1=O
18 | -2 | 12 | -3 | 0.99 | 1.1 | 21 | -0.5 | 78 | -1.3 | Cc1cccc(OCC(=O)Nc2ccccc2N2CCN(C(=O)C(C)C)CC2)c1C
19 | -6 | -13 | -4 | 1 | 1.1 | -6 | 0.1 | 106 | 1.6 | COC(=O)Cn1cc(C(=O)OC)c2ccccc21
20 | -1 | -10 | -1 | 0.97 | 1 | -13 | 0.9 | 76 | 0.0 | Cc1ccc(S(=O)(=O)Cc2ccc(C(=O)N3CCN(Cc4ccccc4)CC3)o2)cc1
21 | -3 | 1 | 2 | 1 | 1.1 | 1 | 0.7 | 94 | 0.6 | O=C(CS(=O)(=O)Cc1ccccc1)Nc1ccccn1
22 | 1 | 5 | -5 | 1 | 1.1 | -3 | 0.9 | 93 | -0.9 | COc1cccc(C2C(C#N)=C(N)Oc3c2oc(CO)cc3=O)c1OC (configuration not stated)
23 | -19 | -4 | 6 | 1 | 1.9 | 22 | 0.8 | 43 | -0.2 | Cc1ccc2cc(CN(Cc3ccco3)C(=O)c3cccs3)c(=O)[nH]c2c1
24 | -3 | -9 | -19 | 1 | 1.1 | -10 | -0.2 | 109 | 0.7 | Cc1ccc2c(CC(=O)NC3=NCCS3)coc2c1
25 | -18 | -20 | -11 | 1.1 | 1.5 | -1 | 0.5 | 100 | -1.1 | C=CCc1cccc2cc(NC(C)=O)c(=O)oc12
26 | 8 | 10 | 10 | 1.1 | 1.1 | 13 | -0.8 | 104 | -1.6 | COc1ccc(CNC(=O)C(C#N)c2nc3ccccc3nc2N2CCN(C)CC2)cc1 (configuration not stated)
27 | 5 | -4 | 8 | 1 | 0.97 | 4 | 0.0 | 90 | 1.8 | Cn1c(C(=O)NCc2ccc3c(c2)OCO3)cc2sccc21
28 | -2 | x | -3 | 1 | 1 | 3 | 0.5 | 70 | -0.4 | Cc1occc1C(=O)NC1CCCc2ccccc21 (configuration not stated)
29 | 3 | x | 19 | 1.1 | 1.1 | 8 | -0.3 | 125 | x | CCCc1nc2sc3c(SCC(=O)NCc4ccco4)ncnc3c2c2c1CCC2
30 | -11 | 4 | -4 | 0.97 | 1.2 | 3 | -1.2 | 91 | 0.2 | CCOC(=O)CSc1ncnc2c1cnn2-c1ccc(C)cc1
31 | -6 | 13 | 23 | 1 | 1.1 | 7 | -2.0 | 110 | -1.9 | O=C(C1COc2ccccc2O1)N1CCN(c2ccccc2)CC1 (configuration not stated)
32 | 0 | x | 21 | 1.1 | 1.1 | 20 | -1.4 | 11 | -1.7 | Brc1ccc2ncnc(NCc3ccco3)c2c1
33 | 1 | x | 9 | 1 | 1 | 12 | -0.6 | 113 | x | CCN(CC)CCNC(=O)CCn1c(=S)[nH]c2cc3c(cc2c1=O)OCO3
34 | 1 | -13 | 61* | 1 | 1.1 | 63* | -0.4 | 74 | -1.4 | COc1ccc(NS(=O)(=O)c2cc(C)ccc2NC(=O)c2cc(C)oc2C)cc1
35 | -2 | -6 | -11 | 1 | 1.1 | -9 | -0.1 | 93 | 0.2 | Cc1ccc(SCCC(=O)NCc2ccco2)cc1
36 | 0 | -8 | 16 | 1 | 1.1 | 12 | 0.8 | 68 | 0.0 | CCn1c(SCc2nc3ccccc3[nH]2)nnc1-c1cnccn1
37 | -2 | -13 | 15 | 0.98 | 1.1 | 4 | 0.2 | 100 | -0.3 | COc1ccc(C(=O)CN2C(=O)NC3(CCCc4ccccc43)C2=O)cc1OC (configuration not stated)
38 | -4 | 2 | 10 | 1.1 | 1.1 | 9 | 0.6 | 68 | -1.1 | CCOC(=O)N1CCc2c(sc(NC(C)=O)c2C(N)=O)C1
39 | i[fluorescence artefact?] | 4 | 0 | 1 | 2.5* | x | 0.3 | 61 | -1.8 | Cc1c(C)c2cc(Cl)c(O)c(CN3CCCCC3)c2oc1=O
40 | 4 | -20 | -13 | 1 | 0.97 | -15 | -1.0 | 91 | 0.0 | Cc1cnc(C(=O)Nc2nnc(C(C)C)s2)cn1

Some of the entries so far, in transposed form.
#20 Cc1ccc(S(=O)(=O)Cc2ccc(C(=O)N3CCN(Cc4ccccc4)CC3)o2)cc1
#21 O=C(CS(=O)(=O)Cc1ccccc1)Nc1ccccn1

screen / no.	20	21
MMP-13 inhibitor	-1	-3
S1P1 ag-PAM	-10	1
HTR1E antagonist	-1	2
A340 absorber	0.97	1
Autofluor 339	1	1.1
5-HT1A blocker	-13	1
HTR1E agonist	0.9	0.7
HER2 expr 66K	76	94
S1P3 ag	0.0	0.6

Following part
nr | MMP-13 inhibitor | S1P1 ag-PAM | HTR1E antagonist | A340 absorber | Autofluor 339 | 5-HT1A blocker | HTR1E agonist | HER2 expr 66K | S1P3 ag | canonical_smiles
41 | -1 | x | -6 | 1 | 1.1 | -7 | 0.3 | 65 | -0.2 | O=C(CCCC(=O)Nc1cccnc1)Nc1cccnc1
42 | 2 | -14 | 3 | 1.1 | 1.2 | 1 | -0.3 | 100 | -0.5 | CC(=O)CCc1c(C)c2cccc(C)c2[nH]c1=O
43 | -5 | -1 | 10 | 1 | 1.1 | x | -0.4 | 74 | -1.9 | COC(=O)c1ccc(CSc2nc(N3CCOCC3)c3c(c2C#N)CC(C)(C)OC3)o1
44 | 3 | x | -6 | 1 | 1.1 | 16 | 0.0 | 100 | -0.6 | C=CCn1c(SCc2ccccc2C#N)nnc1-c1cc(Br)ccc1O
45 | 0 | -28 | 14 | 1 | 1.1 | 11 | 1.1 | 91 | -1.1 | COc1ccc(NC(=O)CSc2nccn2-c2ccccc2)cc1
46 | 2 | 9 | 1 | 1 | 1.1 | x | -0.1 | 71 | -0.3 | Cc1[nH]nc2cn[nH]c12
47 | -4 | 2 | 12 | 1 | 1.1 | 29 | -0.2 | 97 | -0.3 | Cc1cnc(NC(=O)COc2ccccc2Cl)s1
48 | 1 | x | -9 | 1 | 1 | -12 | 1.9 | 98 | x | CCOC(=O)c1sc(NC(=O)CSc2nnnn2-c2ccccc2)c(C(=O)OCC)c1C
49 | 5 | 14 | -1 | 0.99 | 1.1 | 15 | 0.5 | 88 | 0.2 | O=C1COc2ccccc2N1Cc1ccccc1Cl
50 | 6 | x | 0 | 1 | 1.1 | 89* | 2.0 | 63 | x | O=C(NCCCN1CCN(c2cccc(Cl)c2)CC1)c1cccc(N2CCCC2=O)c1
51 | 2 | -12 | -9 | 1 | 1.1 | 10 | 0.0 | x | -1.4 | CCOC(=O)Nc1ccc(S(=O)(=O)NCCCN2CCOCC2)cc1
52 | 3 | -2 | 6 | 0.99 | 1.1 | 5 | -0.8 | 118 | -0.3 | O=S(=O)(c1cc(Cl)ccc1Cl)N1CCCCC1

Structures listed so far with an NH in an aromatic ring (seven):
nr | MMP-13 inhibitor | S1P1 ag-PAM | HTR1E antagonist | A340 absorber | Autofluor 339 | 5-HT1A blocker | HTR1E agonist | HER2 expr 66K | S1P3 ag | canonical_smiles
7 | 1 | 35 | 8 | 1 | 1.1 | -12 | 1.1 | 59 | -0.7 | CCc1c(C)nc(SCC(=O)c2ccc(C)c(C)c2)[nH]c1=O
15 | -2 | -16 | -5 | 0.99 | 1.1 | 3 | -1.3 | 102 | 0.6 | O=C(O)CCCn1c(=O)[nH]c2ccccc2c1=O
23 | -19 | -4 | 6 | 1 | 1.9 | 22 | 0.8 | 43 | -0.2 | Cc1ccc2cc(CN(Cc3ccco3)C(=O)c3cccs3)c(=O)[nH]c2c1
33 | 1 | x | 9 | 1 | 1 | 12 | -0.6 | 113 | x | CCN(CC)CCNC(=O)CCn1c(=S)[nH]c2cc3c(cc2c1=O)OCO3
36 | 0 | -8 | 16 | 1 | 1.1 | 12 | 0.8 | 68 | 0.0 | CCn1c(SCc2nc3ccccc3[nH]2)nnc1-c1cnccn1
42 | 2 | -14 | 3 | 1.1 | 1.2 | 1 | -0.3 | 100 | -0.5 | CC(=O)CCc1c(C)c2cccc(C)c2[nH]c1=O
46 | 2 | 9 | 1 | 1 | 1.1 | x | -0.1 | 71 | -0.3 | Cc1[nH]nc2cn[nH]c12
